Assay outcomes from PubChem.
MOR-DOR inv ag: inverse agonist of human OPRM1-OPRD1 heterodimerization; P35372+P41143; cell-based MOR-DOR heterodimer luminescence, inverse agonism; inhibition, % at 9.3 µM; 0.21% of 340,000 active; AID 504357; in the data active = inhibition above about 22%, passing the limit was not always enough;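 also: 0% = cells with DMSO and 100% = wells without cells with DMSO; values of inactives mirror those of a sister screen read the other way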
RTF Ca sens act: increases calcium sensitivity of human cardiac regulated thin filaments. P19429+P45379. IANBD-labeled TnC RTF fluorescence at EC20 calcium; 0% EC20 calcium, 100% full calcium. activation, % at 7.2 µM. 0.24% of 340,000 active. AID 493008;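 active = activation above the mean over all tested compounds plus 3 SD, cut at about 30% in these data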;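 also: rise in fluorescence read as greater calcium sensitivity of cardiac thin filaments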
HTR5A ag: activates human HTR5A in OPRM1-OPRD1 agonist counter-screen; activation, % at 9.3 µM; HTR5A agonist assay, luminescence, cell-based; 0.61% of 340,000 active; in the data active = activation mostly above about 9.5%, no sharp cut-off; inactive = mostly below about 7.6%;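 also: 0% = cells with vehicle only and 100% = reference agonist; strong numbers were not always called active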
Target sequence (P47898 whole entry, looked up): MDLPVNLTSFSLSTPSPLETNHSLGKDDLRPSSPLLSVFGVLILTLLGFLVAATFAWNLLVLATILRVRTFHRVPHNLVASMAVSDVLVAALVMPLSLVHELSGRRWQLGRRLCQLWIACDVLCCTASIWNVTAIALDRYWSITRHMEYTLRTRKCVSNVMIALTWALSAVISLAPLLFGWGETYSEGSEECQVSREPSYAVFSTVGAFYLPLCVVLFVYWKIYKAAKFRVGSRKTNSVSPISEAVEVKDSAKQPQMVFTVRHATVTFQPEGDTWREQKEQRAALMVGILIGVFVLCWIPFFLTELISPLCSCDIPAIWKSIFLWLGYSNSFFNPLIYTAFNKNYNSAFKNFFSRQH
C-LANA FP: inhibitors of KSHV LANA C-terminal domain DNA binding; MBP-C-LANA/FAM-LBS DNA binding, fluorescence polarization; inhibition, % at 9 µM; 0.078% of 340,000 active;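 active = highest replicate inhibition at or above 60% at 9 µM, even if other replicates fall short; inactive = all replicates below 60% inhibition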;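 also: 0% = neutral control wells and 100% = 4 µM acridine orange control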
V-ATPase pHluor: regulators of yeast V-ATPase proton transport; S. cerevisiae, pHLuorin cytosolic pH fluorescence; response, % at 10 µM; 0.37% of 350,000 active; AID 504577; in the data active = response mostly above about 7.3%, no sharp cut-off; inactive = mostly below about 5.4%; also: actives read high; inactives centre near 0; some compounds called inactive have numbers as strong as hits; reference of the scale not given here
OPRM1-OPRD1 ag: agonists of human mu-delta opioid receptor heterodimerization | P35372+P41143 | cells, OPRM1-OPRD1 heterodimerization, luminescence | activation, % at 9.3 µM | 0.3% of 340,000 active | AID 504326; in the data active = activation above about 18%;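 also: 0% = vehicle-treated cells and 100% = reference agonist; values of inactives mirror those of a sister screen read the other way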
Keap1 Nrf2 FP: inhibitors of human Keap1-Nrf2 protein-protein interaction; Q14145; Keap1 Kelch-Nrf2 peptide fluorescence polarization, 1536-well; inhibition, % at 9.4 µM; 0.15% of 340,000 active; AID 504523; in the data active = inhibition above about 12%;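 also: human Keap1 Kelch domain with fluorescein labeled Nrf2 9mer peptide probe; 0% = neutral control wells and 100% = peptide positive control; higher means more block of Keap1 binding to Nrf2 peptide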
Target sequence (Q14145 whole entry, looked up, the tested form may be a part): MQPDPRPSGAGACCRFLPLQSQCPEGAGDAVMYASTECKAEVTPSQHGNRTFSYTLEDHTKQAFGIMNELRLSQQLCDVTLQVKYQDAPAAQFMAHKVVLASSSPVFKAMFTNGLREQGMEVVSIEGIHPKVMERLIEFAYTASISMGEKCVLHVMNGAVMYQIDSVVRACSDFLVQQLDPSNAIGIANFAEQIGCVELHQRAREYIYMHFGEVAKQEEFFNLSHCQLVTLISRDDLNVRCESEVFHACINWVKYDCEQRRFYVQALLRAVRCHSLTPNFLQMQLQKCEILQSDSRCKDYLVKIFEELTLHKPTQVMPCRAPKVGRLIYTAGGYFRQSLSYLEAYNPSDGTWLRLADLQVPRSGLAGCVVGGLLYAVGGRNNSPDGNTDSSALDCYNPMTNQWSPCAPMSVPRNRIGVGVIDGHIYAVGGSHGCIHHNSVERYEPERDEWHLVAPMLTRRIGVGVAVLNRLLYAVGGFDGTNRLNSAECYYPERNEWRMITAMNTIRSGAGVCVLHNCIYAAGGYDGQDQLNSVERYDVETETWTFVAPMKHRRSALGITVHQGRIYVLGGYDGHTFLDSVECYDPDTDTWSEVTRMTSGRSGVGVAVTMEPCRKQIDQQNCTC
CAL PDZ FP: inhibitors of human CAL PDZ peptide binding. Q9HD26. purified CAL PDZ, TMR-peptide fluorescence polarization, 1 h. inhibition, % at 24.9 µM. 0.92% of 300,000 active;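 active = mean inhibition of at least 30% with at least half of replicates also reaching 30%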;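 also: 0% = DMSO neutral control and 100% = excess unlabeled competitor peptide PRC23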
Cardiac RTF inh: cardiac RTF calcium desensitization; P19429+P45379; IANBD-labeled cardiac RTF, Ca2+ fluorescence; inhibition, % at 7.15 µM; 0.12% of 340,000 active;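 active = inhibition above the mean inhibition of all tested compounds plus 3 SD, cut at about 17% in these data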;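 also: assay run at fixed EC70 calcium of 1.6 mM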
HTR5A inv ctr: counter-screen for OPRM1-OPRD1 inverse agonists: human HTR5A inverse agonism; P47898; HTR5A cell line, luminescence; AID 504634; inhibition, % at 9.3 µM; 0.083% of 340,000 active; in the data active = inhibition mostly above about 23%, no sharp cut-off; inactive = mostly below about 18%;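 also: 0% = cells with DMSO and 100% = no-cell wells with DMSO; some compounds called inactive have numbers as strong as hits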
* hit, by the source's call; . = not tested or not shown.

1. Cc1cc(C)c(C(=O)CN2C(=O)NC3(CCC(C)CC3)C2=O)cc1C (stereo not drawn)
2. O=[N+]([O-])c1cc(/C=N/n2c(-c3ccncc3)n[nH]c2=S)ccc1Cl
3. COc1ccc(C(C)=O)cc1CC(=O)Nc1cccc(S(=O)(=O)N2CCOCC2)c1
4. CC(=O)Nc1ccc(NC(=S)Nc2ccccc2)cc1
5. Cc1ccc(-c2cc(C(=O)NCC(c3ccccc3)N(C)C)c3ccccc3n2)o1 (stereo not drawn)
6. CCC1CCCCN1CC(=O)c1c(C)[nH]c2ccccc12 (stereo not drawn)
7. CCCn1c2ccccc2c2cnn(CC(=O)NC3CCCCC3)c(=O)c21
8. COc1ccccc1/C=C1\SC(=S)N(Nc2nc(C)cc(C)n2)C1=O

Compound	1	2	3	4	5	6	7	8
Cardiac RTF inh	12	-12	-2	2	1	-3	9	0
V-ATPase pHluor	0	3	3	1	-1	1	3	-5
HTR5A inv ctr	0	18	7	14	4	-26	1	16
CAL PDZ FP	2	12	0	-2	-5	-1	-1	-4
RTF Ca sens act	-2	0	0	-2	-5	0	0	-7
OPRM1-OPRD1 ag	-2.2	0.1	-4.6	-4.2	13	-0.4	-2.4	0.0
Keap1 Nrf2 FP	-1	-2	-3	-3	-1	4	0	-2
MOR-DOR inv ag	11	0	17	21	-65	2	13	0
C-LANA FP	0.0	0.5	-1.3	1.2	2.0	-0.1	-0.5	-2.9
HTR5A ag	0	-1	7	-6	-1	11	0	-1

9. Cc1ccc(Cl)cc1NC(=O)CN1C(=O)NC(C)(C2CC2)C1=O (stereo not drawn)
10. Cc1ccc(NC(=O)c2cc([N+](=O)[O-])ccc2N2CCCC2)cc1
11. CC(=O)N(CCN1CCOCC1)Cc1cc2cc3c(cc2nc1Cl)OCO3
12. COc1cc(/C=C2\SC(=O)N(c3ccc(Cl)cc3)C2=O)cc([N+](=O)[O-])c1O
13. O=C(Nc1cccc(F)c1)C1CC(=O)N(c2ccc(Cl)cc2)C1 (stereo not drawn)
14. Cc1nc(C(=O)Nc2cc(Cl)ccc2Cl)nn1-c1cc(OC(C)C)c(Cl)cc1Cl
15. CCN(CC)CCNC(=O)Cc1nn(Cc2ccccc2)c(=O)c2ccccc12
16. O=C(Nc1ccccc1C(F)(F)F)NC1CCCCC1

Compound	9	10	11	12	13	14	15	16
Cardiac RTF inh	1	-12	-10	-15	4	-1	-2	-2
V-ATPase pHluor	-2	.	1	-2	1	2	2	-4
HTR5A inv ctr	-3	12	10	6	8	12	8	0
CAL PDZ FP	-2	-1	-4	0	2	.	-4	.
RTF Ca sens act	1	-6	9	-19	7	0	-2	-6
OPRM1-OPRD1 ag	-0.9	-0.7	1.0	-3.5	3.2	1.6	0.9	-1.5
Keap1 Nrf2 FP	-4	-1	-5	4	3	2	-7	-1
MOR-DOR inv ag	4	5	-5	20	-19	-8	-5	8
C-LANA FP	0.9	1.2	-1.1	13	1.9	1.3	0.0	-0.2
HTR5A ag	1	4	-4	-2	2	9	-3	-2

17. COC(=O)c1ccc2c(=O)n(CCCCCC(=O)NCc3ccccn3)c(=O)[nH]c2c1
18. COc1ccccc1NC(=O)N1c2ccccc2NC(=O)CC1C (stereo not drawn)
19. O=C(Nc1nccs1)c1ccc2c(c1)C(=O)N(Cc1cccnc1)C2=O
20. COc1ccc(OCC(O)CNC(=O)Nc2cccc3ccccc23)cc1 (stereo not drawn)
21. CCOC(=O)c1c(C)nc2sc3c(=O)[nH]cnc3c2c1-c1ccc(OC)cc1
22. COC(=O)Cc1ccc(NC(=O)c2ccc(C)c(C)c2)cc1
23. COc1ccc(/C=C2\SC(=O)N(CC(=O)NNC(=O)c3ccccc3O)C2=O)cc1
24. Nc1cc(N)nc(CS)n1

Compound	17	18	19	20	21	22	23	24
Cardiac RTF inh	4	-6	4	-9	1	-6	-3	-10
V-ATPase pHluor	-2	3	-2	7	-1	4	2	-1
HTR5A inv ctr	-10	7	15	-39	3	-2	-9	7
CAL PDZ FP	-2	19	-5	-7	-2	-4	-2	-4
RTF Ca sens act	-3	2	-1	1	14	-2	-3	-3
OPRM1-OPRD1 ag	-1.9	-1.6	-2.5	-2.6	0.1	0.0	0.3	0.7
Keap1 Nrf2 FP	0	-1	-1	3	-4	-1	-2	2
MOR-DOR inv ag	10	8	13	13	0	0	-2	-4
C-LANA FP	0.9	-0.7	-0.8	-1.2	-0.1	0.1	0.6	2.4
HTR5A ag	5	6	-1	-2	1	3	3	-1

Overlap with the part before: two entries; new compounds follow.
23. COc1ccc(/C=C2\SC(=O)N(CC(=O)NNC(=O)c3ccccc3O)C2=O)cc1
24. Nc1cc(N)nc(CS)n1
25. CCN1CCN(C(=O)CS(=O)(=O)Cc2nc(-c3ccccc3C)oc2C)CC1
26. CN(C)c1ccc(-c2noc(-c3ccccc3O)n2)cc1
27. COc1cccc(Cl)c1NC(=O)N1CCc2c([nH]c3ccccc23)C1C(F)(F)F (stereo not drawn)
28. CCc1ccc(NC(=O)CCc2ccc(CC)o2)cc1
29. COc1ccc(/C=C/C(=O)NCC(=O)N2CCC(N(C)CCN3CCOCC3)CC2)cc1OC
30. CC1Sc2ccc(C(=O)Nc3ncccc3O)cc2NC1=O (stereo not drawn)
31. CC(=O)Oc1cccc(N2C(=O)C3C4C=CC(C4)C3C2=O)c1 (stereo not drawn)
32. O=S(=O)(NCc1csc(-c2cccnc2)n1)c1ccc(Br)cc1

Compound	23	24	25	26	27	28	29	30	31	32
Cardiac RTF inh	-3	-10	-7	-6	-3	-3	-3	-8	-7	-2
V-ATPase pHluor	2	-1	6	3	2	4	-1	-3	5	-2
HTR5A inv ctr	-9	7	-5	-5	-19	8	3	-11	2	11
CAL PDZ FP	-2	-4	-4	-2	-6	-17	0	-14	-1	.
RTF Ca sens act	-3	-3	5	-3	-2	8	0	-2	4	5
OPRM1-OPRD1 ag	0.3	0.7	-2.6	-1.6	7.9	0.3	-0.8	0.4	-1.2	-1.3
Keap1 Nrf2 FP	-2	2	-2	2	-3	1	4	-8	-2	-2
MOR-DOR inv ag	-2	-4	13	10	-42	-2	6	-2	5	7
C-LANA FP	0.6	2.4	-0.6	-2.7	-0.5	-2.4	-1.0	1.1	0.9	1.2
HTR5A ag	3	-1	-2	-2	3	-2	-1	4	-1	-2

33. Cc1c2c(nc3ccccc13)CCC(C)C2 (stereo not drawn)
34. O=C(Nc1ccc(-c2nc3cccnc3s2)cc1)c1ccc(Cl)nc1
35. CC(=O)c1cccc(NC(=O)c2cnn3ccccc23)c1
36. COc1ccc(C(=O)NCc2ccc(F)cc2)cc1S(=O)(=O)N1CCCC1
37. Cc1cccn2c(=O)c(C=O)c(N3CCN(c4ccc(F)cc4)CC3)nc12
38. COc1ccc(S(=O)(=O)N2CCOCC2)cc1NC(=O)C1CCN(S(=O)(=O)c2ccc(Cl)cc2)CC1
39. CC(=O)c1ccc(OCc2cccc(C(F)(F)F)c2)cc1O
40. CC(NC(=O)CN(C)Cc1cccc(Cl)c1)c1ccccc1 (stereo not drawn)

Compound	33	34	35	36	37	38	39	40
Cardiac RTF inh	9	-5	4	1	-1	-3	-6	-37
V-ATPase pHluor	0	-5	-1	-6	6	1	-1	4
HTR5A inv ctr	2	-18	4	-10	-20	-13	-3	-8
CAL PDZ FP	-2	-9	-4	-3	-3	-1	-3	2
RTF Ca sens act	-1	2	1	0	-2	-2	0	4
OPRM1-OPRD1 ag	-0.7	1.7	-2.5	-4.5	-1.0	1.4	4.7	0.0
Keap1 Nrf2 FP	-3	1	-4	4	-3	-5	-4	-6
MOR-DOR inv ag	3	-9	14	23	7	-6	-27	0
C-LANA FP	-1.3	0.4	0.0	0.2	2.4	-0.9	-1.2	2.2
HTR5A ag	-2	-1	0	4	3	-4	1	3

41. CCOC(=O)c1c(C)[nH]c(C(=O)COC(=O)c2cc(C)oc2C)c1C
42. O=Cc1ccccc1OCc1ccc2c(c1)OCO2
43. CN1CCN(S(=O)(=O)c2ccc3[nH]cc(C(=O)O)c(=O)c3c2)CC1
44. CN(C(=O)c1cccc(NC(=O)Cc2ccc(NC(=O)C3CCN(C(=O)c4ccccc4)CC3)cc2)c1)C1CCCCC1
45. CCC(c1nnc(SCC(=O)Nc2ccc(C(=O)N(C)C)cc2)n1Cc1ccccc1)N(C)C (stereo not drawn)
46. CC(C)OC(=O)c1c(NS(=O)(=O)c2ccccc2)sc2c1CCCC2
47. Cc1ccc(S(=O)(=O)NC(CC(=O)n2nc(C)cc2C)c2ccccc2)cc1 (stereo not drawn)
48. COc1ccc(-c2nn(Cc3ccccc3)cc2C(=O)N2CCN(c3ncccn3)CC2)cc1OC

Compound	41	42	43	44	45	46	47	48
Cardiac RTF inh	1	10	-9	-3	-4	-7	-5	3
V-ATPase pHluor	-3	-3	0	2	-2	-8	-1	-5
HTR5A inv ctr	-12	-5	13	9	-6	-42	-25	-30
CAL PDZ FP	-4	0	-4	1	0	-4	-3	0
RTF Ca sens act	-7	-9	1	-5	-7	1	-7	0
OPRM1-OPRD1 ag	1.5	-3.2	0.1	-3.2	-0.9	5.4	0.8	-1.1
Keap1 Nrf2 FP	-2	2	-3	0	-1	5	-1	0
MOR-DOR inv ag	-6	15	-1	15	5	-30	-4	5
C-LANA FP	0.3	-1.1	1.5	2.6	-1.9	-3.7	0.5	-1.2
HTR5A ag	5	1	6	-2	6	1	10	12*

Record cards (already shown):
CN(C(=O)c1cccc(NC(=O)Cc2ccc(NC(=O)C3CCN(C(=O)c4ccccc4)CC3)cc2)c1)C1CCCCC1 is entered as Cardiac RTF inh: -3; V-ATPase pHluor: 2; HTR5A inv ctr: 9; CAL PDZ FP: 1; RTF Ca sens act: -5; OPRM1-OPRD1 ag: -3.2; Keap1 Nrf2 FP: 0; MOR-DOR inv ag: 15; C-LANA FP: 2.6; HTR5A ag: -2
O=Cc1ccccc1OCc1ccc2c(c1)OCO2 is entered as Cardiac RTF inh: 10; V-ATPase pHluor: -3; HTR5A inv ctr: -5; CAL PDZ FP: 0; RTF Ca sens act: -9; OPRM1-OPRD1 ag: -3.2; Keap1 Nrf2 FP: 2; MOR-DOR inv ag: 15; C-LANA FP: -1.1; HTR5A ag: 1

Other results follow.
49. O=C(Nc1ccccc1N1CCCCC1)C1=COCCO1
50. Cc1ccc(C(=O)NC(=S)Nc2cc(C(F)(F)F)ccc2Cl)cc1
51. O=C(O)c1cccc(N/N=C/c2cccc3ccccc23)c1
52. O=C(NC1CCCCC1)c1cccnc1C(=O)O
53. CC(C)(C)C(=O)Nc1ccccc1C(=O)Nc1cccnc1
54. COc1ccc(C(=O)CSc2nnc(CNC(=O)c3ccc(OC)c(OC)c3)n2C)cc1
55. COc1cc(/C=N\N=C2/SC(CC(=O)O)C(=O)N2c2ccc(O)cc2)ccc1O (stereo not drawn)
56. Cc1cc(C)c(NC(=O)C2CCC(=O)N2)c(C)c1 (stereo not drawn)

Compound	49	50	51	52	53	54	55	56
Cardiac RTF inh	-5	-3	7	0	-5	8	-2	-7
V-ATPase pHluor	1	.	3	0	-2	-1	1	-1
HTR5A inv ctr	0	-14	4	-11	13	-4	6	1
CAL PDZ FP	-4	0	-4	.	2	1	-5	1
RTF Ca sens act	0	6	-5	3	-1	1	0	2
OPRM1-OPRD1 ag	-1.7	-2.2	0.3	-2.2	-2.5	-1.4	1.5	-1.6
Keap1 Nrf2 FP	-9	0	0	-4	2	-6	1	-3
MOR-DOR inv ag	7	13	-2	11	12	8	-9	8
C-LANA FP	-0.7	-0.2	-0.5	-0.4	-1.5	1.4	2.6	-3.3
HTR5A ag	0	-5	-2	5	-5	2	-2	-2
